RGS4 inh: blocks human RGS4-accelerated GTP hydrolysis; 390,000 compounds, 0.039% hits; Potency, µM (series often up to 114 µM), for inactives: top-dose activity change, negative = inhibition, actives largely listed as inhibitors; Transcreener GDP fluorescence polarization, RGS4-accelerated GTP hydrolysis; also: potency is read from the fitted curve at half-maximal effect; % is scaled to controls: 0 for no effect and ±100 for the full control effect; nearly all actives have a fitted effect of over 75% in size; some results filed as inactive show a strong effect at the top dose
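MLSMR compounds (23 nl, pin-transferred) preincubated 10 min at room temperature with a 500nM (2x) first reagent, then RGS4 at 900nM (2x) plus Transcreener GDP mix added; fluorescence polarization (620/688 nm) read before and after 90 min at 30 °C.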
POLH inh: DNA polymerase eta (human) inhibition | 390,000 compounds, 1.2% hits | recombinant Pol eta, fluorescent DNA replication assay | AID 588591 | Q9Y253 | Potency, µM (top dose mostly 114 µM), for the others: at the highest dose activity change, negative = inhibition, hits mostly inhibitors; also: potency is read from the fitted curve at half-maximal effect; % is scaled to controls: 0 for no effect and ±100 for the full control effect
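Pol eta (10 nM) was preincubated with compounds for 15 min at room temperature, after which fluorescent replication substrate (50 nM final) was added to start the reaction. Fluorescence was read kinetically at 0 and 10 min.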
ERG Ets-DNA blk: ERG Ets/DNA interaction inhibition; Potency, µM (titrated, usually from 76.9 µM), without a hit: at the highest dose FP activity, negative = inhibition, actives largely listed as inhibitors; 370,000 compounds, 0.028% hits; P11308; fluorescence polarization, His-ERG Ets domain / labelled DNA; active = well fitted inhibition curve with a large enough effect in the polarisation, with a control signal flat; inconclusive = small, poorly fitted or top-dose-only effect, or effect the other way, or a change in a side signal; inactive = no such curve, though single readings can be large or run the other way; the % refers to the polarisation;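 also: polarization taken with two DNA probes labelled with fluorescein and Texas red; potency is read from the fitted curve at half-maximal effect; % of control where 0% means no effect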
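His-tagged ERG Ets domain (1 uM in the protein solution; 300mM KCl, 50mM Tris-HCl, 1mM EDTA, 1mM DTT, pH 7.5) received compound, then a probe mix of 5 nM fluorescein-DNA and 100nM Texas-615-DNA. Fluorescence polarization was read for both dyes.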
APEX1 inh: APE1 (human) endonuclease inhibition; P27695; recombinant APE1, TAMRA/BHQ-2 abasic DNA cleavage fluorescence; Potency, µM (series often up to 65.8 µM), for inactives: at the highest dose activity change, negative = inhibition, actives largely listed as inhibitors; 350,000 compounds, 0.35% hits; AID 2517;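 also: potency is read from the fitted curve at half-maximal effect; plate controls were vehicle for no effect and reference inhibitor for full effect; nearly all actives have a fitted effect of over 55% in size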
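Substrate: short duplex with […] THF abasic site, 5'-TAMRA and 3'-BHQ-2, 50 nM final. APE1 at 0.75 nM, preincubated 15 min RT with compound. Fluorescence increase from first to third read measured activity.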
Anesthetic bind: binds horse apoferritin like a general anesthetic. P02791. apoferritin/1-aminoanthracene competitive binding, fluorescence. Potency, µM (series often up to 77.5 µM), for the others: at the highest dose activity change, negative = displacement, usual class: inhibitors. 350,000 compounds, 0.074% hits. AID 485281; also: potency is read from the fitted curve at half-maximal effect; % is scaled to controls: 0 for no effect and ±100 for the full control effect; nearly all actives have a fitted effect of over 20% in size
Target sequence (P02791 2-175 limits assumed): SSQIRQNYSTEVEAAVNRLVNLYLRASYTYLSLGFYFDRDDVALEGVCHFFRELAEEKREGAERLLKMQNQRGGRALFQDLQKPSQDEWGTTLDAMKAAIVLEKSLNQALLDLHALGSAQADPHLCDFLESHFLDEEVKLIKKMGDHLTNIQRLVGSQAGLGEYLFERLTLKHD
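Concentration-response curves derived by four-parameter Hill fitting of normalized fluorescence, where compounds displaced 1-AMA from 10 uM horse apoferritin following a brief 10 min room-temperature incubation; propofol titration acted as positive control.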
Pol kappa inh: DNA polymerase kappa (human) inhibition; Q9UBT6; Potency, µM (series often up to 107 µM), without a hit: top-dose activity, negative = inhibition, most hits filed as inhibitors; purified Pol kappa, fluorescent DNA synthesis assay, 10 min; AID 588579; 400,000 compounds, 0.53% hits; also: potency is read from the fitted curve at half-maximal effect; % is scaled to controls: 0 for no effect and ±100 for the full control effect
Target sequence (Q9UBT6 whole entry, looked up): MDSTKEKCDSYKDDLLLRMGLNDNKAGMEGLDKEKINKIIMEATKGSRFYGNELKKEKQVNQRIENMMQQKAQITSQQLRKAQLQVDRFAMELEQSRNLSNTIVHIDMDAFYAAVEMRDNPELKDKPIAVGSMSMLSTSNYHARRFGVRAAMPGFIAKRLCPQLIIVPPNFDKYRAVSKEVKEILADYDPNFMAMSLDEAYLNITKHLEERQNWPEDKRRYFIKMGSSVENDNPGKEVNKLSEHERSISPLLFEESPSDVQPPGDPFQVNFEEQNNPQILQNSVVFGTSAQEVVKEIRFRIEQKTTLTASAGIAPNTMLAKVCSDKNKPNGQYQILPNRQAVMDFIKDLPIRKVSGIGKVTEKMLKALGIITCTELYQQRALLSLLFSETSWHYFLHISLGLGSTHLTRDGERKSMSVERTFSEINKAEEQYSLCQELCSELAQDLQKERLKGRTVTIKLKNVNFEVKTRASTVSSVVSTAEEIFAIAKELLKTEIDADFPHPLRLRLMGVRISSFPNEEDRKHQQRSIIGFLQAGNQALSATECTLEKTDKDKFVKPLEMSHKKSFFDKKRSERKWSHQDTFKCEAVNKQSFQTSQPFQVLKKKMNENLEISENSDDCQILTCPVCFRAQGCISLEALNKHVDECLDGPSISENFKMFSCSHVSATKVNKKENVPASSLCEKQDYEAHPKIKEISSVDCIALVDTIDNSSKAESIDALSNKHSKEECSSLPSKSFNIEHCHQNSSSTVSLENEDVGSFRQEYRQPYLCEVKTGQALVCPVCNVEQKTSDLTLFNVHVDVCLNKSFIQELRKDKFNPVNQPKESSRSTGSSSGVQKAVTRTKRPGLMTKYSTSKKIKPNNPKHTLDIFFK
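Enzyme at 10 nM met test compounds for 15 min at room temperature. Substrate addition (50 nM final) began the reaction, which was monitored by fluorescence at 0 and 10 min.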
ALOX12 inh: ALOX12 (human) lipoxygenase inhibition; P18054; purified 12hLO, xylenol orange hydroperoxide absorbance; Potency, µM (series often up to 108 µM), for inactives: at the top dose activity change, negative = inhibition, actives largely listed as inhibitors; 580,000 compounds, 1.1% hits; AID 1671190; also: potency is read from the fitted curve at half-maximal effect; % is scaled to controls: 0 for no effect and ±100 for the full control effect
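Purified human 12hLO at 150 nM in 25 mM Hepes, 0.01% Triton X-100, pH 7.0, preincubated 15 min at room temperature with compound. Reaction started with 40 uM arachidonic acid, 30 min at room temperature. Hydroperoxide measured by Fe-xylenol orange, 573/405 nm absorbance ratio.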
POLB inh: blocks human DNA polymerase beta activity; P06746; Pol beta primer extension/strand displacement, fluorescence kinetic; Potency, µM (titrated, usually from 114 µM), for inactives: at the highest dose activity change, negative = inhibition, hits mostly inhibitors; 340,000 compounds, 1.3% hits; AID 485314; also: potency is read from the fitted curve at half-maximal effect; % is scaled to controls: 0 for no effect and ±100 for the full control effect
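Human Pol beta at 10 nM; strand-displacement substrate 50 nM final. Compound exposure 15 min at room temperature before start, reaction 10 min at room temperature.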
LDHA block: inhibitors of human lactate dehydrogenase A | purified LDHA, NADH/diaphorase-resazurin fluorescence; stronger effect = lower value | 480,000 compounds, 0.15% hits | activity change, % (values are at about 110 or 230 µM) | P00338 | AID 1347041; in the data active = activity change below about -30%; inconclusive = mostly about -25% to -30%;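 also: plate controls were DMSO wells for no effect and wells without enzyme for full effect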
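Remaining NADH was detected by diaphorase (0.133 mg/mL) converting 37 µM resazurin to fluorescent resorufin, read at 0 and 20 minutes. The preceding 5-minute room-temperature reaction used 2 nM LDHA, 0.2 mM sodium pyruvate and 0.06 mM NADH at pH 7.4.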
An asterisk follows results filed as active; ? = inconclusive; · = not tested or not shown; & = joins results of further samples; [ ] = remark or other dose. Unless noted, calls follow the shape of the dose curve; as a rule, active = well fitted curve in the direction sought with a large enough effect; inconclusive = small, poorly fitted or top-dose-only effect, or another doubt; inactive = no such curve, though single readings can be large; an effect the other way counts as inactive or inconclusive. This is a subset; count on the stated rates, not on these rows.

structure,RGS4 inh,POLH inh,ERG Ets-DNA blk,APEX1 inh,Anesthetic bind,Pol kappa inh,ALOX12 inh,POLB inh,LDHA block
O=C(N/N=C/c1cc(Br)c(O)c(Br)c1O)c1cccnc1,-2.5%,39.8µM*,12.4%,-20.0%,-1.1%,-1.5%,?,39.8µM*,7.5
CCOC(=O)c1ccc(NC(=O)c2ccc(NC(=O)C3CCCO3)cc2)cc1 (centres undefined),30.2%,2.4%,-3.0%,-14.7%,-8.1%,-2.2%,-38.0%,3.9%,-9.6
CCc1cccc(NC(=O)CN(c2ccc(OC)cc2)S(=O)(=O)c2c(C)n[nH]c2C)c1,9.6%,-9.7%,-10.5%,-3.1%,?,-14.5%,-12.3%,-2.0%,0.0
COc1cccc(N2CCN(CC(=O)Nc3nc(C)c(C(=O)N(C)C)s3)CC2)c1,10.5%,-2.6%,1.3%,5.2%,-0.5%,-4.6%,?,11.6%,2.0
O=C(CCC(=O)Nc1cccnc1)Nc1cccnc1,16.9%,2.4%,1.1%,·,·,-11.9%,-5.9%,·,-1.6
CCC(C)NS(=O)(=O)c1ccc(OCC(=O)NCc2ccc(OC)cc2)cc1 (centres undefined),-7.0%,-4.3%,-2.8%,0.6%,-11.8%,-22.8%,-1.5%,1.7%,-7.9
CCOc1ccc(NC(=O)CCNC(=O)Cn2cnc3ccccc3c2=O)cc1,15.8%,-11.4%,8.7%,-7.2%,-4.8%,-0.9%,-2.3%,55.0%,-9.2
CC(C)[C@@H](C(=O)NC1CCN(Cc2ccccc2)CC1)N1C(=O)N2CCc3c([nH]c4ccccc34)[C@@]2(C)C1=O,-7.7%,?,2.2%,21.5%,?,-9.6%,5.0%,-23.9%,-3.2
O=C(Nc1ccc(N2CCOCC2)c(Cl)c1)c1cccc(F)c1,-6.4%,-8.9%,3.3%,-12.7%,-6.0%,-8.1%,11.1%,-4.1%,-5.0
Cc1cc2ncn(C3CC(=O)N(Cc4ccccc4)C3=O)c2cc1C (centres undefined),22.3%,8.3%,·,2.2%,-10.2%,-3.7%,9.3%,-0.3%,0.0
O=c1ccnc(Nc2ccc3c(c2)OCCO3)[nH]1,6.9%,-16.0%,-9.1%,?,-0.2%,10.2%,-9.6%,19.6%,-3.0
COc1ccc(Nc2ncnc3c2cnn3-c2ccccc2)cc1OC,-8.2%,-28.5%,8.0%,-0.9%,-1.3%,12.7%,16.2%,-26.2%,-3.4
COc1ccc(CNS(=O)(=O)c2ccc3c(c2)NC(=O)CS3)cc1,-1.8%,-2.5%,2.4%,8.9%,-7.9%,-8.2%,-24.4%,25.1%,-4.3
O=C(NCCc1ccccc1)c1ccc(CSc2nc3cccnc3n2Cc2ccc(F)cc2)cc1,-4.2%,-15.4%,2.1%,·,-1.0%,-3.7%,-7.8%,22.6%,-1.5
CC(=O)c1sc(NC(=O)CCOc2ccccc2)nc1C,16.9%,-16.4%,-2.4%,-7.6%,-15.0%,-5.4%[60.1 µM],-13.1%,19.4%,-17.2
COc1ccc2[nH]c3c(c2c1)CCN1C(=O)N([C@@H](C)C(=O)NCc2ccc(C)cc2)C(=O)[C@]31C,5.1%,-27.5%,4.4%,10.7%,-18.1%,0.4%,22.7%,1.3%,-3.2
O=C(Nc1ccc(Br)cc1F)N1CCC(CN2CCCC2)CC1,-16.9%,-12.2%,-0.3%,·,?,3.4%,-15.7%,8.8%,1.7
O=C(CSc1ccccc1)N/N=C/c1ccccc1O,-2.5%,-21.0%,-0.3%,21.1%,?,2.3%,-13.0%,11.5%,-2.1
CCN1CCN(Cc2c(O)c(Cl)cc3c(C)cc(=O)oc23)CC1,12.5%,-0.4%,-4.2%,-10.2%,958.4%[activator],-41.9%,?,?,12.3
CCCCCCSc1ccc([C@@H]2[C@H]3C(=O)N(C)C(=O)[C@H]3[C@]3(C(=O)OC)CCCCN23)cc1OC,-21.3%,-9.9%,-7.0%,-25.5%,·,-7.1%,?,·,-0.2
CN1CCN(c2ccccc2NC(=O)COc2ccc(Cl)cc2)CC1,-18.6%,-27.5%,-7.1%,18.1%,-5.7%,-2.6%,-4.6%,-8.8%,-6.5
Cc1cc(C)n(-c2nnc3n2N=C(c2c[nH]c4ccccc24)CS3)n1,3.3%,1.2%,6.2%,?,2.5%,-1.9%,4.3%,5.8%,-5.5
C=CCn1c(NS(=O)(=O)c2ccccc2)c(S(=O)(=O)c2ccc(C)cc2)c2nc3ccccc3nc21,-42.9%,89.1µM*,-10.6%,5.1%,-4.0%,4.8%,0.7%,?,24.6
CCC(CC)C(=O)Nc1cccc(-c2cn3cccnc3n2)c1,26.8%,-15.4%,-2.8%,·,8.0%,0.6%[60.1 µM],-6.2%,8.9%,-7.0
CC(C)(Oc1ccc(Cl)cc1)C(=O)Nc1nnc2n1CCS2,0.7%,-1.7%,4.1%,·,6.8%,-0.7%[60.1 µM],0.4%,21.2%,-8.0
CCCCc1nc2ccccc2c(=O)n1NC(=O)c1c(O)c2c(n(CC(C)C)c1=O)CCCC2,-33.0%,-15.8%,-2.2%,-3.1%,-16.6%,-13.9%,-18.5%,26.3%,0.2
Cn1c(NCc2ccco2)nc2c1c(=O)n(Cc1ccc(Br)cc1)c(=O)n2C,-16.7%,-16.5%,-29.6%,-1.1%,5.5%,-10.2%,-7.9%&-5.7%,-0.8%,5.1&-8.4
CCOC(=O)c1cc(C)sc1NC(=O)c1ccc(Cl)s1,-30.0%,5.6%,18.2%,1.2%,-5.9%,-5.3%,13.2%,8.2%,-4.1
COC(=O)c1ccc(NS(=O)(=O)c2c(C)nc3sccn3c2=O)cc1,-9.5%,-14.6%,1.4%,·,5.3%,-0.6%,-28.7%&4.8%,23.8%,-2.2
COCCNC(=O)CSc1nc(-c2ccccc2)cs1,-5.8%,-10.3%,-2.7%,-1.5%,-9.5%,-6.7%,19.0%,-1.5%,-13.3
COc1cc(/C=N/NC(=O)c2ccoc2C)cc(OC)c1OC,-3.3%,-1.7%,5.7%,·,·,-12.0%,-6.4%,·,-5.5
CSc1cccc(NC(=O)/C=C/c2ccc(Cl)cc2)c1,-17.2%,-20.2%,-4.4%,-5.1%,-23.4%,-22.0%,-9.2%,0.0%,-1.0
O=C(c1ccc(S(=O)(=O)N2CCOCC2)cc1)N(c1cccc(Cl)c1)C1C=CS(=O)(=O)C1 (centres undefined),-28.7%[56.9 µM],-1.1%,-2.3%,?,-6.6%,-2.8%,12.2%,8.6%,0.8
Cc1cc(C)cc(-n2cccc2/C=C2/C(=N)N3C(=NC2=O)SN=C3S(C)(=O)=O)c1,-8.3%,39.8µM*,12.0%,?,?,-10.1%,?,44.7µM*,-3.4
CCOC(=O)NC(C(Cl)(Cl)Cl)S(=O)(=O)c1ccccc1 (centres undefined),-11.3%,-16.7%,28.3%,0.8%,-8.8%,-7.0%,?,-1.3%,-5.0
CCCn1c2ccccc2c2cnn(CC(=O)N3CCC(C)CC3)c(=O)c21,-1.1%,7.7%,1.6%,·,-13.2%,-8.9%,0.0%,?,-1.4
CCOC(=O)C1=C(C)Nc2nc(=S)[nH]n2C1c1ccc(Cl)cc1 (centres undefined),?,1.5%,-1.9%,-6.7%,?,-1.3%,?,-1.2%,-4.9
CC1OC(OC2C(CO)OC(OC3C(CO)OC(O)C(O)C3O)C(O)C2O)C(O)C(O)C1N[C@@H]1C=C(CO)[C@@H](O)C(O)[C@H]1O (some centres undefined),-4.4%,-13.2%,12.0%,8.0%,-1.1%,9.2%,-20.0%,9.3%,-3.8
N/C(Cc1ccc(Cl)cc1Cl)=N\OC(=O)c1ccccc1F,-10.3%,-8.3%,0.3%,-6.2%,-12.6%,-7.4%,-9.7%,16.8%,-4.0
CCCN(C(=O)COC(=O)CCOc1ccc(C)cc1)c1c(N)n(Cc2ccccc2)c(=O)[nH]c1=O,21.9%,-10.0%,-5.4%,15.7%,·,-9.4%,?,·,-3.5
CNS(=O)(=O)c1cn(CC(=O)NCc2ccc(F)cc2)cc1S(=O)(=O)NC,3.8%,-3.7%,6.9%,7.8%,-3.2%,-8.1%,1.2%,-0.2%,-7.0
CC(c1ccccc1)n1c(CCCO)nc2ccccc21 (centres undefined),-25.0%,-6.1%,2.1%,21.3%,-4.8%,-11.5%,-9.7%,9.4%,-1.6
Cc1ccc2nc(SCC(=O)c3cc(C)n(C)c3C)[nH]c2c1,-4.4%,5.8%,3.1%,6.6%,?,1.5%,51.1%[activator],10.5%,-8.3
CC(=O)c1c(C)[nH]c(C(=O)OCC(=O)N2CC(=O)Nc3ccccc32)c1C,32.3%,-9.8%,-2.5%,-0.9%,-3.0%,-0.4%,-10.1%,0.2%,-2.9
O=C(NCC(c1ccco1)N1CCN(c2ccc(F)cc2)CC1)c1ccc2c(c1)OCO2 (centres undefined),6.2%,-23.8%,-7.7%,1.0%,·,-1.6%,-6.7%,·,-0.4

Source: PubChem
